NIH3T3 tox: Cytotoxic Profiling in NIH 3T3 Cell Line of Diverse Libraries Using Quantitative High-Throughput Screening | NIH 3T3 viability, CellTiter-Glo ATP luminescence, 48-72 h | Potency, µM (titrated, usually from 96.7 µM), for the others: at the top dose activity change, negative = cytotoxicity, hits mostly inhibitors | actives 4.3% (n = 94,000) | AID 1345082, 2018; note: potency is the fitted concentration of half-maximal effect; nearly all actives have a fitted effect of over 55% in size
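Cells were seeded at 400 per well, treated with pin-transferred compound, and kept 48 or 72 hr at 37 °C before CellTiter-Glo addition and luminescence imaging of cellular ATP.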
SNCA expr inhib: Primary qHTS assay for inhibitors of alpha-synuclein gene (SNCA) expression; Potency, µM (top dose mostly 57.2 µM), inactives show at the highest dose activity change, negative = inhibition, actives largely listed as inhibitors; HEK-293 SNCA-luciferase knock-in, luminescence, 24 h; AID 1671194, 2021; actives 0.17% (n = 140,000);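 note: potency is the fitted concentration of half-maximal effect; plate controls were DMSO cells for no effect and cell-free wells for full effect; nearly all actives have a fitted effect of over 45% in size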
GPT2 inh: Primary qHTS assay for inhibitors of Glutamate pyruvate transaminase 2 (GPT2); Alanine aminotransferase 2 (Homo sapiens), Q8TD30; Recombinant GPT2, coupled pyruvate oxidase/HRP Amplex Red fluorescence; Potency, µM (highest dose often 57.7 µM), without a hit: top-dose activity change, negative = inhibition, most hits filed as inhibitors; actives 0.25% (n = 100,000); AID 1671188, 2021; note: potency is the fitted concentration of half-maximal effect; nearly all actives have a fitted effect of over 60% in size; many of its hits are not listed in these tables
Target sequence (Q8TD30 whole entry, looked up): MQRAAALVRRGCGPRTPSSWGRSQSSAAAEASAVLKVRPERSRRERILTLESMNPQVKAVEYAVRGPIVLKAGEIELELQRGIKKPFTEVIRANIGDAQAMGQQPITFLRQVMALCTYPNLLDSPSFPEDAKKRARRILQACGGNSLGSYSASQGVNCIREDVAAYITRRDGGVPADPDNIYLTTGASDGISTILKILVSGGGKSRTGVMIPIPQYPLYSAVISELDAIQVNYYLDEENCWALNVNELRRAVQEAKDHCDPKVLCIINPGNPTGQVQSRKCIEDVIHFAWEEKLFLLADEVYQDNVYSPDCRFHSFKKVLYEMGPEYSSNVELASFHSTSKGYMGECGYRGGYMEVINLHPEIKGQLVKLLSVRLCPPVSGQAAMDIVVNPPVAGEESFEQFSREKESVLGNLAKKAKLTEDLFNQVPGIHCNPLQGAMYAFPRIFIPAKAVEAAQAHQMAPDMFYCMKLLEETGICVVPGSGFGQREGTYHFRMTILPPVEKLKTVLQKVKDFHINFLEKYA
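Inhibition is scored from Amplex Red fluorescence generated when pyruvate oxidase and HRP act on pyruvate released by GPT2. Reactions contain 10ng/uL enzyme, 250uM a-KG and 2mM L-alanine and run 30 min at room temperature.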
IP6K1 inhibitor: Primary qHTS assay for small molecule inhibitors of Inositol hexaphosphate kinase 1 (IP6K1). Inositol hexakisphosphate kinase 1 (Homo sapiens), Q92551. IP6K1 kinase, ADP-Glo luminescence, 2 h; active compounds read low. activity change, % (series mostly up to about 58 µM). actives 0.81% (n = 140,000). AID 1645851, 2021; in the data active = activity change below about -25%
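ADP-Glo luminescence measures ADP made by human IP6K1 during a 2 h RT reaction with ATP/IP6 (mix at 1.3 mM/130 uM); top library doses 57.5 and 19.1 uM final.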
Luciferase inh: Firefly luciferase inhibition profiling of diverse chemical library using quantitative high-throughput screening; actives 2.5% (n = 76,000); Potency, µM (top dose mostly 115 µM), without a hit: at the top dose activity change, negative = inhibition, actives largely listed as inhibitors; Luciferin 4-monooxygenase (Photinus pyralis), P08659; purified P. pyralis luciferase, luminescence, biochemical; note: potency is the fitted concentration of half-maximal effect; nearly all actives have a fitted effect of over 65% in size
Target sequence (P08659 whole entry, looked up): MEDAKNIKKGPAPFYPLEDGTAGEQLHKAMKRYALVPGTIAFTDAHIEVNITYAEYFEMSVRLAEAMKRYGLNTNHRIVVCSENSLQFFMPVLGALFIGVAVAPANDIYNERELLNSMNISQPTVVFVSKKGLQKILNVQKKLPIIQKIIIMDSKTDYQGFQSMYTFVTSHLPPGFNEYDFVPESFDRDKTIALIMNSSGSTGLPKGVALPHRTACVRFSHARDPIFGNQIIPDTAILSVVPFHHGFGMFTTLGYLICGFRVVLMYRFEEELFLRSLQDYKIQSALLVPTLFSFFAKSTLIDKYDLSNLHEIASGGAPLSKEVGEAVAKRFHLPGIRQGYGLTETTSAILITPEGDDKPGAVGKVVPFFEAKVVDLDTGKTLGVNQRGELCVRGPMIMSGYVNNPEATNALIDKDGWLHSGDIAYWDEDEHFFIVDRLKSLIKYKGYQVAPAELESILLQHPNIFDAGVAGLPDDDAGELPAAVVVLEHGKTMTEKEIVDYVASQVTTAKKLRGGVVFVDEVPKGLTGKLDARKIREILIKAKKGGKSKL
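FLuc 10nM, D-luciferin 10uM, ATP 10uM, Mg acetate 10mM, Tris acetate pH 7.5, Tween/BSA; cpd qHTS; enzyme added last; CCD luminescence.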
SNCA viab count: GF-AFC viability counterscreen for inhibitors of alpha-synuclein gene (SNCA) expression. HEK-293-SNCA-luc viability, GF-AFC fluorescence, 24 h. Potency, µM (doses to about 57.1 µM), inactives show top-dose activity change, negative = cytotoxicity, hits mostly cytotoxic. actives 0.12% (n = 150,000). AID 1671193, 2021;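 note: potency is the fitted concentration of half-maximal effect; 0% = DMSO-treated cells and -100% = medium-only wells without cells; nearly all actives have a fitted effect of over 30% in size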
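HEK-293-SNCA-luc cells (1500/well) plated 24 h, then exposed 24 h to a dilution series; GF-AFC added 30 min at 37C, fluorescence 405/540 nm; normalised to medium-only and DMSO wells, Hill fit.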
HEK293 tox: Cytotoxic Profiling in HEK 293 Cell Line of Diverse Libraries Using Quantitative High-Throughput Screening | actives 6.6% (n = 94,000) | Potency, µM (highest dose often 115 µM), inactives show at the highest dose activity change, negative = cytotoxicity, usual class: inhibitors | AID 1345083, 2018 | HEK 293 viability, ATP luminescence (CellTiter-Glo), 48-72 h; note: potency is the fitted concentration of half-maximal effect; nearly all actives have a fitted effect of over 60% in size
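Luminescence from cellular ATP, measured with CellTiter-Glo, indicates HEK 293 viability. Cells plated at 250 cells/well are treated with compound for 48 or 72 hr at 37 degree Celsius before reagent addition.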
Starred values were filed as active, the others as inactive; i = inactive; ? = inconclusive; nt = no result given; [ ] = remark or other dose. Unless noted, calls come from the whole dose curve; as a rule, active = well fitted curve in the direction sought with a large enough effect; inconclusive = small, poorly fitted or top-dose-only effect, or another doubt; inactive = no such curve, though single readings can be large; an effect the other way counts as inactive or inconclusive. Unless noted, % is set by controls: 0 for no effect and ±100 for the full control effect. Not all compounds are listed; rates above refer to the full screens.

Every second line gives: SNCA viab count	Luciferase inh	GPT2 inh	HEK293 tox	NIH3T3 tox	SNCA expr inhib	IP6K1 inhibitor
Cn1cccc1CN1CCC(n2cc[nH]c2=O)CC1
 : -1%[87.6 µM]	-10%[172 µM]	?	-10%[172 µM]	-25%[138 µM]	-6%[87.6 µM]	29
COc1cc(OC)cc(C(=O)N2CCCC(c3noc(COc4ccccc4)n3)C2)c1 (stereo not given)
 : 0%[12.5 µM]	0%	i	?	?	?	43
CS(=O)(=O)N(Cc1ccccn1)C1CN(C(=O)NCCc2ccccc2)C1
 : 2%	nt	3%	-1%	-30%	-15%	23
Cc1ccc(C(=O)N2[C@@H]3CC[C@H]2CC(NC(=O)c2cnc(C)cn2)C3)cc1 (stereo not given in full)
 : -8%	-8%	i	-22%	-22%	-2%	20
CCC12CN3CC(C)(CN(C1)C3c1c[nH]c3ccccc13)C2=O (stereo not given)
 : 6%	nt	nt	nt	nt	-3%	10
CCCCCn1c(CN2CCN(c3ccc(OC)cc3)CC2)nc2c1c(=O)[nH]c(=O)n2C
 : -2%	nt	nt	nt	nt	12%	-16
O=C(Nc1ccc(F)cc1)C1CCCN(c2ncnc3c2nc2n3CCCCC2)C1 (stereo not given)
 : ?	nt	nt	nt	nt	8%	12
O=C1Cc2c(-c3ccc4c(c3)OCO4)n[nH]c2CN1CC1CCOCC1
 : -9%[87.6 µM]	-1%[172 µM]	-7%[88.5 µM]	-28%[172 µM]	10µM*	?	-8
O=C(c1ccccn1)N1CCC2(CC1)CC(Cc1nc(-c3cnccn3)no1)CCO2 (stereo not given)
 : -4%	0%	i	-9%	-5%	-2%	-10
CN(C)Cc1cn([C@H]2CO[C@H]3[C@@H]2OC[C@H]3OC(=O)Nc2ccc(C(C)(C)C)cc2)nn1
 : 1%[87.6 µM]	71µM*	4%[88.5 µM]	?	?	31%[activator][87.6 µM]	-4
CCOC(=O)C1CCCN(c2ncnc3c2nnn3C)C1 (stereo not given)
 : 6%	nt	nt	nt	nt	-2%	40
CCOC(=O)c1cccc(NC(=O)N2CC[C@@H](CC(=O)N[C@@H](CO)CC(C)C)[C@@H](CC)C2)c1
 : 6%	-11%	-7%	i	?	-1%	-9
Cc1ccc(C)c(S(=O)(=O)c2nnn3c2nc(NCc2ccc(F)cc2)c2ccccc23)c1
 : -1%	nt	-18%	?	28µM*	-4%	4
CCOc1ccc(C(=O)c2c(N)c(-c3nc(-c4ccc5c(c4)OCO5)cs3)c3ccccn23)cc1
 : 14%	nt	nt	nt	nt	2%	25
CCc1ccccc1NC(=O)Cn1c(=O)n(CCCCCC(=O)NCc2ccc(C)cc2)c(=O)c2sccc21
 : 11%	nt	nt	nt	nt	-1%	10
CCc1ccccc1NC(=O)Nc1c(C)n(C)n(-c2ccccc2)c1=O
 : -10%	nt	nt	nt	nt	-25%	3
CCN(CC)C(=O)CSc1nc2cc3c(cc2c(=O)n1CCCCCC(=O)NCCc1ccc(OC)c(OC)c1)OCO3
 : -9%	nt	nt	nt	nt	-9%	-4
Cc1ccc(-c2noc([C@@H]3C[C@H](NS(=O)(=O)c4ccccc4)CN3C)n2)cc1
 : -21%[87.6 µM]	?	?	?	?	59%[activator][87.6 µM]	0
C=CCn1cc2c3c(cccc31)[C@H](CC(C)C)N[C@H](C(=O)NCCN1CCOCC1)C2
 : -23%[87.6 µM]	-6%[172 µM]	i	89µM*	?	-10%[87.6 µM]	4
CC(=O)Nc1cccc(-c2cc(-c3c(C)noc3C)cc3c2C(=O)N(C)C3)c1
 : -8%[87.6 µM]	0%[172 µM]	-9%[88.5 µM]	?	?	28%[87.6 µM]	24
COc1cccc(-c2cc(-c3nc(-c4ccc5nc[nH]c5c4)no3)[nH]n2)c1
 : -1%	2%	5%	-2%	i	-9%	0
COCCOc1cc(C)c2c(c1C)C[C@H](C(C)C(=O)N1CCSCC1)CC2 (stereo not given in full)
 : -15%[87.6 µM]	-16%[172 µM]	-10%[88.5 µM]	?	?	-9%[87.6 µM]	-17
CC(=O)c1cc(-c2ccccc2)n(CCC(=O)Nc2ccc(C)cc2C)c1C
 : 0%	nt	nt	nt	nt	45%[activator]	-21
Cc1noc(C)c1S(=O)(=O)NC1CCCN(C2CCCCCC2)C1 (stereo not given)
 : 9%	1%	-12%	6%	i	43%[activator]	2
CCOc1ccc2nc(NC(=O)c3ccccc3)sc2c1
 : -12%	nt	nt	nt	nt	-71%	-16
CC(C)n1cnnc1-c1nn(C)c2c1CN(C(=O)Cc1c[nH]c3ccccc13)CC2
 : 6%	4%	i	?	-23%	6%	-7
Cc1nc(C)c(C(=O)N2CCC(N3C(=O)C4(CCCCC4)C3c3ccccc3)CC2)s1 (stereo not given)
 : -5%[12.5 µM]	9%	i	?	?	32%[activator]	-9
COc1ccc(C(=O)CCC(=O)Nc2cccc(C(C)=O)c2)cc1
 : 6%	nt	nt	nt	nt	15%	-6
N#Cc1cccc(C(=O)N2CCCOCCNC(=O)CC2)c1
 : 3%	6%	i	-4%	?	11%	-13
Cc1nn2c(c1-c1ccccc1C(C)C)N([S+](=O)([O-])c1ccc(C(C)C)cc1)CCC2
 : -14%[87.6 µM]	5%[172 µM]	-16%[88.5 µM]	40µM*	22µM*	-22%[87.6 µM]	6
Clc1cc(N2CCCCC2)n2nccc2n1
 : 13%[87.6 µM]	-11%[172 µM]	1%[88.5 µM]	-6%[172 µM]	-20%[138 µM]	-7%[87.6 µM]	18
COC[C@@H]1CN(C(=O)CCc2c(C)n[nH]c2C)C[C@H]1c1ccncc1
 : 2%	4%	i	-2%	-1%	1%	-10
CCOc1ccc(-n2c(=O)c3sc4ccccc4c3n(Cc3ccc(F)cc3)c2=O)cc1
 : -22%	nt	nt	nt	nt	-12%	16
CCCOc1ccc(C(=O)Nc2c(C(=O)c3ccc(C)cc3)oc3ccccc23)cc1
 : 19%	nt	nt	nt	nt	33%[activator]	15
C=CCN(C)C(=O)[C@@H](C)C1CC[C@@]2(C)Cc3sc(NC(=O)CN(C)C)nc3[C@@H](C)[C@@H]2[C@H]1O (stereo not given in full)
 : 4%	13µM*	3%	-21%	-27%	100%[activator]	-3
COc1cccc(CNC(=O)C2CCN(c3cc(C(F)(F)F)nc(C)n3)CC2)c1
 : 4%	3%	i	?	?	10%	-7
COc1ccc(-c2nc(CSCC(=O)N3CCN(c4ccc(OC)cc4)CC3)c(C)o2)cc1
 : -20%	nt	nt	nt	nt	-3%	19
CN1CCN(c2nc3c(c(=O)[nH]2)CCN(Cc2ccc(F)cc2F)CC3)CC1
 : 7%	0%	i	-12%	-3%	7%	11
O=C(Cc1c[nH]c2ncc(-c3ccccc3F)cc12)N1CCOCC1
 : -12%[87.6 µM]	-22%[172 µM]	i	?	?	-19%[87.6 µM]	-11
COCCN1C(=O)c2ccccc2C(C(=O)NCCCc2ccccc2)C12CCCC2 (stereo not given)
 : -4%	6%	i	?	-13%	6%	13

Compound profiles, as listed above. Values in the order: SNCA viab count	Luciferase inh	GPT2 inh	HEK293 tox	NIH3T3 tox	SNCA expr inhib	IP6K1 inhibitor
`COCCOc1cc(C)c2c(c1C)C[C@H](C(C)C(=O)N1CCSCC1)CC2` (stereo not given in full) is listed with -15%[87.6 µM]	-16%[172 µM]	-10%[88.5 µM]	?	?	-9%[87.6 µM]	-17
`CCOc1ccc2nc(NC(=O)c3ccccc3)sc2c1` is listed with -12%	nt	nt	nt	nt	-71%	-16

More results
Every second line gives: SNCA viab count	Luciferase inh	GPT2 inh	HEK293 tox	NIH3T3 tox	SNCA expr inhib	IP6K1 inhibitor
CCOC(=O)c1ccc(NC(=O)Cn2c(N3CCC(C)CC3)nc(C)cc2=O)cc1
 : -14%	14%	-21%	?	?	-26%	14
COc1ccc2c(c1)Cc1sc(NC(=O)c3ccc(Cl)cc3)nc1-2
 : -9%	nt	nt	nt	nt	?	-16
COc1ccc(C(=O)N2CCCC(c3nnnn3-c3ccccc3)C2)cc1 (stereo not given)
 : -11%	nt	3%	-1%	-8%	-24%	-2
COc1ccnc(N2CCC(CO)(Cc3ccccc3C(F)(F)F)CC2)n1
 : 13%	-16%	?	?	?	-22%	-3
Cc1nc2ccc(C(=O)Nc3ccccc3C(=O)N3CCCCCC3)cc2[nH]1
 : -8%	-1%	0%	-2%	i	-11%	18
CNC(=O)C1CCCN(c2nnc(C)c3c(C)n(-c4ccccc4)nc23)C1 (stereo not given)
 : ?	nt	nt	nt	nt	2%	-3
CC1=NOC2(CCN(C(=O)c3ccccn3)C2)C1 (stereo not given)
 : -3%[87.6 µM]	-2%[172 µM]	i	-12%[172 µM]	-14%[138 µM]	-22%[87.6 µM]	4
CC(=O)N1CC2(CCN(CCS(C)(=O)=O)CC2)CC1C(=O)O (stereo not given)
 : -1%	-13%	-2%	?	?	-2%	-2
CC(Oc1ccc2ccccc2c1)C(=O)N1CCCOCC1 (stereo not given)
 : -9%	-2%	-8%	?	-15%	11%	12
Cc1ccc(NC(=O)c2cc(S(=O)(=O)NCCC3=CCCCC3)ccc2F)cc1F
 : -3%	nt	nt	nt	nt	?	-21
O=C(Cc1ccc(F)cc1)N1CCC2(CC1)Cc1ccccc1NC2=O
 : -17%	-6%	1%	0%	-7%	-16%	0
O=C(C1CCCC1)N1CCC(c2nc(C3CCOCC3)no2)C1 (stereo not given)
 : -11%	5%	i	5%	-2%	8%	0
CCC(CC)NC(=O)C1(CCO)CC12CCOCC2 (stereo not given)
 : -4%	2%	i	-19%	-15%	3%	6
O=C(NCc1ccccc1)NC1CCN(C(=O)N2CC3CC(C2)[C@H]2CCCC(=O)N2C3)CC1 (stereo not given in full)
 : 4%	-4%	i	-5%	i	11%	28
COc1ccc(CNC(=O)COc2ccc(NC(=O)C3CC3)cn2)cc1
 : 8%	-6%	2%	13%	4%	1%	17
COc1cc2c(NC3CCN(C(C)C)CC3)nc(N3CCC(F)(F)CC3)nc2cc1OCCCN1CCCC1
 : 24µM*	nt	-19%	nt	nt	nt	-16
Cn1cnc(S(=O)(=O)N2CCCN(C(=O)C3CC3)C(c3ccccc3)CC(=O)NCC2)c1 (stereo not given)
 : 2%	-3%	i	i	i	19%	9
COc1ccccc1Nc1ncc2c(n1)CN(C(=O)c1ccc(Cl)cc1)CCN2
 : -20%[87.6 µM]	-9%[172 µM]	-5%[88.5 µM]	?	?	?	-9
COc1ccc(CN2C[C@H]3CN(C(=O)C4CCOCC4)CCN3C2=O)cc1
 : 1%[87.6 µM]	1%[172 µM]	0%[88.5 µM]	i	i	10%[87.6 µM]	4
Cc1ccc(CNC(=O)Nc2cc(C(=O)NCc3cccc(F)c3)ccc2N2CCCC2)cc1
 : -1%	nt	nt	nt	nt	-20%	12

High-throughput results as filed in PubChem BioAssay.
